NPSR antagonist: neuropeptide S receptor (human) antagonism, cAMP. 220,000 compounds, 1% hits. Q6W5P4. AID 1461. Potency, µM (series often up to 38.3 µM), without a hit: top-dose activity change, negative = inhibition, actives largely listed as inhibitors. CHO-NPSR cells, cAMP TR-FRET, antagonist mode; note: % is set by controls: 0 for no effect and ±100 for the full control effect; nearly all actives have a fitted effect of over 50% in size; many of its hits are not listed in these tables
ALDH1A1 block: inhibitors of human aldehyde dehydrogenase 1A1; AID 1030; Purified ALDH1A1, NADH fluorescence, propionaldehyde substrate; 220,000 compounds, 7.3% hits; Potency, µM (doses to about 75.3 µM), inactives show top-dose activity, negative = inhibition, most hits filed as inhibitors; P00352; active = well fitted inhibition curve with a large enough effect, not every such curve was filed as active; inconclusive = small, poorly fitted or top-dose-only effect, or another doubt; inactive = no such curve, though single readings can be large or run the other way;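 note: plate controls were no enzyme wells and a reference inhibitor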
Target sequence (P00352 whole entry, looked up): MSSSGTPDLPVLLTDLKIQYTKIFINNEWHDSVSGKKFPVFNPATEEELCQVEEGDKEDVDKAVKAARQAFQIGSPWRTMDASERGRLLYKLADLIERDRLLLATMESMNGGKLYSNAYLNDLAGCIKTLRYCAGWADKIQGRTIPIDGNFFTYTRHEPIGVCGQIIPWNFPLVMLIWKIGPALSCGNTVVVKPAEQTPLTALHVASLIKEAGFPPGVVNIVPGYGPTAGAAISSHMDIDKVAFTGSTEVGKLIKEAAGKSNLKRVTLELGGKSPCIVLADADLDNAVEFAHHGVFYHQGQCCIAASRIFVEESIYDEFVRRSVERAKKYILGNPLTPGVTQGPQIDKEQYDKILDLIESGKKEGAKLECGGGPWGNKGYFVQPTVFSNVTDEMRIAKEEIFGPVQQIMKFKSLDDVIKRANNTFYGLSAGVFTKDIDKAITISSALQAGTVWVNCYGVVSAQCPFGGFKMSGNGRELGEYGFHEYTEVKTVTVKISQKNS
Tau fluor counter: counter-screen for tau fibril formation inhibitors; tau K18 P301L (four-repeat tau fragment) Alexa594 fluorescence, heparin fibrillization; Potency, µM (series often up to 57.7 µM), for inactives: top-dose activity change, negative = decrease; 280,000 compounds, 0.93% hits; AID 1463; note: % is set by controls: 0 for no effect and ±100 for the full control effect; nearly all actives have a fitted effect of over 55% in size
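Human K18 P301L tau (15 uM unlabeled plus 0.24 uM Alexa 594-labeled, final) in 100 mM sodium acetate pH 7 was mixed with compound and 20 uM heparin and incubated 6 hr at 37 C.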
Epigenetic reg: regulators of epigenetic silencing causing reporter derepression in mouse cells. murine LDR cells, GFP reporter derepression, 30 h. 280,000 compounds, 0.2% hits. Potency, µM (highest dose often 53.9 µM), for the others: at the highest dose GFP activation, most hits filed as activators; note: % of control where 0% means no effect; nearly all actives have a fitted effect of over 60% in size
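Reporter derepression read as number of fluorescent GFP-positive objects, 20-120 um in size, counted by laser-scanning cytometer. Mouse LDR line with an epigenetically silenced CMV-GFP locus; compound incubation 30 h, 37 C.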
GAA glycogen: GAA glycogen-cleavage inhibition or activation. P10253. recombinant GAA, glycogen substrate, Amplex Red glucose oxidase fluorescence. Potency, µM (doses to about 76.4 µM), for inactives: at the top dose activity change, negative = inhibition, hits mostly inhibitors. 300,000 compounds, 0.38% hits. AID 2100;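 note: 0% = full enzyme reaction and -100% = no-enzyme basal signal; the screen sought inhibitors and activators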
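Recombinant human alpha-glucosidase (4 nM final) hydrolysed bovine liver glycogen (30 ug) for 40 min at 37 C in pH 5.0 citrate/phosphate with 0.01% Tween-20. Released glucose detected by glucose oxidase/Amplex Red, Ex 573/Em 610 nm. Compounds up to 77 uM; AC50 from Hill fits.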
GAA spleen mod: inhibitors or activators of human alpha-glucosidase in spleen homogenate; P10253; human spleen homogenate, 4-MU-alpha-glucoside fluorescence; Potency, µM (titrated, usually from 79.9 µM), without a hit: at the highest dose activity change, negative = inhibition, actives largely listed as inhibitors; 240,000 compounds, 0.006% hits; AID 2112;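 note: 0% = enzyme with vehicle and -100% = no enzyme basal signal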
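Human spleen homogenate (1 ug) with 4-methylumbelliferyl-alpha-D-glucopyranoside (1 mM final) in 50 mM citrate/phosphate pH 5.0, 0.01% Tween-20; 40 min at 37 C. Stopped at pH 10; 4-MU fluorescence Ex 365/Em 440 nm; AC50 by Hill fit.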
GLA spleen mod: inhibitors or activators of human alpha-galactosidase in spleen homogenate; P06280; human spleen homogenate, 4MU-alpha-Gal fluorescence, 40 min; 240,000 compounds, 0.008% hits; AID 2107; Potency, µM (titrated, usually from 80 µM), for the others: at the top dose activity change, negative = inhibition, most hits filed as inhibitors;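 note: 0% = enzyme with vehicle and -100% = no enzyme basal signal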
Target sequence (P06280 32-429 limits assumed): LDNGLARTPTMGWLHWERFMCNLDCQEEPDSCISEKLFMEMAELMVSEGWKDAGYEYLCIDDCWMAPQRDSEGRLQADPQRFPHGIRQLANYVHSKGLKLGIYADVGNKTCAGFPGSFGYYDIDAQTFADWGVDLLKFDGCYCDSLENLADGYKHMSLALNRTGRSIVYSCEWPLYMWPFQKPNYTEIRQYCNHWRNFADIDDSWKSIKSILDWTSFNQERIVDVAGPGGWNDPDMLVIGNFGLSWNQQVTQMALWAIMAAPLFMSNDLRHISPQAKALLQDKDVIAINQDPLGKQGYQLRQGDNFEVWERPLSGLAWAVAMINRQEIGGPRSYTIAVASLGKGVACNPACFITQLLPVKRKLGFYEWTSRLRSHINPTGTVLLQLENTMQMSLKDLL
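Human spleen homogenate (1 ug) as enzyme source, 4-methylumbelliferyl-alpha-D-galactopyranoside 1 mM final, citrate/phosphate pH 5.0 with 0.01% Tween-20. Compounds 40 min at 37C, NaOH/glycine stop; fluorescence Ex 365/Em 440, Hill-fit AC50.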
GAA inhib: alpha-glucosidase (human) inhibition. P10253. purified human GAA, 4-MU-alpha-glucoside fluorescence. Potency, µM (titrated, usually from 76.9 µM), for inactives: at the highest dose activity change, negative = inhibition, actives largely listed as inhibitors. 200,000 compounds, 0.005% hits. AID 1466;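 note: plate controls were uninhibited enzyme wells for no effect and no-enzyme background for full effect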
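Activity normalized between no-enzyme (basal) and enzyme-only wells. Conditions: 4 nM human enzyme, 400 uM fluorogenic substrate, citrate/phosphate pH 5.0 with Tween-20, 20 min room temperature, compounds up to 77 uM.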
* hit, by the source's call; u = inconclusive; x = not tested or not shown; & = joins results of further samples; [ ] = remark or other dose. Unless noted, calls come from the whole dose curve; as a rule, active = well fitted curve in the direction sought with a large enough effect; inconclusive = small, poorly fitted or top-dose-only effect, or another doubt; inactive = no such curve, though single readings can be large; an effect the other way counts as inactive or inconclusive. Potency is the fitted concentration of half-maximal effect.

SMILES	NPSR antagonist	ALDH1A1 block	Tau fluor counter	Epigenetic reg	GAA glycogen	GAA spleen mod	GLA spleen mod	GAA inhib
CCOc1ccc(N2CC(O)(c3cccs3)[N+]3=C2CCCC3)cc1 (stereo unspecified)	15%	-1%	-3%	1.7%	3%	2%	5%	-9%
CC(=O)Nc1cc(C(=O)c2ccccc2)ccc1N1CCOCC1	10%[46.1 µM]	u	-8%	-0.8%	0%	-13%	0%	4%
CC(C(=O)N1CCN(c2ccccc2)CC1)N1C(=O)C2CC=CCC2C1=O (stereo unspecified)	0%[46.1 µM]	0%	2%	2.8%	-4%	-10%	-10%	-2%
O=Nc1onc(-c2ccc([N+](=O)[O-])cc2)c1NO	-23%	u	-12%	-4.0%	3%	3%	3%	-5%
COc1ccc(-c2nnn(CC(=O)c3ccccc3)n2)cc1OC	-11%[46.1 µM]	6%	-18%	0.7%	-5%	3%	6%	0%[15.4 µM]
COc1ccccc1NC(=O)N1CCC(c2nc3ccccc3o2)CC1	-1%	2%	-7%	0.9%	2%	-3%	-1%	3%
COc1cc2[nH]c(=S)nc(NCCCOC(C)C)c2cc1OC	-12%[46.1 µM]	u	-5%	1.4%	-5%	-4%	0%	-4%
COc1ccc(C2CC(c3ccccc3)=NN2C(=O)COC(=O)c2cccnc2Cl)cc1 (stereo unspecified)	-23%[46.1 µM]	u	4%	1.0%	-5%	5%	12%	0%
CCn1c(CSCc2ccc(Cl)cc2)nnc1SCC(=O)Nc1cccc(C(=O)O)c1	-4%	8%	2%	0.5%	14%	5%	5%	-8%
Cc1cccc(Nc2nc(N)c([N+](=O)[O-])c(N3CCCC(C)C3)n2)c1 (stereo unspecified)	-53%	u	u	3.9%	1%	-14%	-10%	-4%
Cc1c(C=O)c2ccccn2c1C(=O)c1cccc([N+](=O)[O-])c1	-5%	u	-17%	-6.7%	-1%	-15%	-7%	-4%
COc1ccc(-c2csc(NC(=O)Cc3cccc4ccccc34)c2C(=O)O)cc1	-29%	-3%	-10%	-2.5%	-4%	-11%	6%	1%
CCN1C(=O)NC2C1N(S(C)(=O)=O)CCN2S(C)(=O)=O (stereo unspecified)	-5%[46.1 µM]	8%	-1%	0.0%	5%	1%	5%	1%
Cc1cc(NC(=O)COC(=O)C2COc3ccccc3O2)no1 (stereo unspecified)	2%[46.1 µM]	-8%	1%	0.0%	4%	4%	8%	u
CN(c1ccccc1)c1nc2ccsc2c(=O)s1	-8%[46.1 µM]	-16%	-2%	0.0%	-1%	-5%	7%	-7%
Cc1cc(N2CCC(C)CC2)nc(SCC(=O)c2ccccc2)n1	-49%	14µM*	-18%	-1.0%	-1%	-5%	7%	u
Cc1ccc(C(=O)Nc2scc(-c3ccccc3)c2C(=O)O)o1	-31%	10%	4%	-2.2%	1%	0%	-3%	5%
Cc1cc(NC(=O)CN2CCOCC2)n(-c2ccccc2)n1	-7%	x	-6%	0.0%	7%	-4%	5%	x
CCc1ccc(NS(=O)(=O)c2ccc3[nH]cc(C(=O)N(C)Cc4ccco4)c(=O)c3c2)cc1	-4%[46.1 µM]	-6%	u	0.0%&1.9%	12%[76.3 µM]	-10%	-4%	0%
N#CCCN(C(=O)COc1ccc(C#N)cc1)c1ccc(F)cc1	14%	5%	11%	-0.2%	0%	4%	-1%	-2%
CC(=O)Oc1ccc2c(c1)C(=O)c1ccccc1CO2	-5%[46.1 µM]	u	-23%	0.1%	0%	-11%	6%	-14%
CCOC(=O)c1cnc2c(C(=O)OC)cccc2c1NCc1ccco1	-9%[46.1 µM]	-3%	-3%	0.0%	5%	-4%	6%	-1%
O=C(N/N=C/c1cc(Cl)ccc1O)c1ccccc1Br	-24%	-9%	u	3.8%	-9%	-3%	-3%	1%
CC[C@@H](C)[C@H](NS(=O)(=O)c1cccc2ccccc12)C(=O)N[C@H](C=O)Cc1c[nH]c2ccccc12	x	u	u	0.8%	x	6%	10%	x
Cn1cccc1CC(=O)NNC(=O)Nc1ccc(F)cc1	17%	8%	-3%	-1.1%	12%	-5%	1%	-6%
SMILES	NPSR antagonist	ALDH1A1 block	Tau fluor counter	Epigenetic reg	GAA glycogen	GAA spleen mod	GLA spleen mod	GAA inhib
O=C(CNC(=O)Cn1cnc2sc3c(c2c1=O)CCCC3)NCc1ccccn1	-11%[46.1 µM]	5%	0%	0.0%	10%	2%	-2%	-2%
CCOC(=O)c1ccc(OS(=O)(=O)c2ccccc2)c(OC)c1	-9%	-2%	-7%	-0.9%	0%	1%	-8%	u
COc1cccc2cc(C(C)N(CCCN3CCOCC3)C(=S)Nc3cccc(C)c3)oc12 (stereo unspecified)	-57%	-2%	-14%	1.0%	3%	x	-2%	-11%
O=C(CN1C(=O)C2CCCCC2C1=O)OCC(=O)c1ccc(Cl)s1 (stereo unspecified)	0%	u	-6%	-1.4%	9%	-4%	8%	0%
COc1ccc(C(=O)c2no[n+]([O-])c2C(=O)c2ccc(OC)cc2)cc1	-12%[46.1 µM]	1µM*	-28%	4.6%	3%	-10%	-13%	1%
Cc1ccc(Cn2c(C(=O)O)cc3sccc32)cc1	-1%	11%	-5%	-1.0%	0%	-2%	4%	-9%
CC1CCN(CC(O)COc2ccc(F)cc2)CC1 (stereo unspecified)	-5%[46.1 µM]	8%	-4%	-3.2%	-3%	-8%	-6%	-5%
CCNc1nc(SCC(=O)OC)nc(N(C)C)n1	13%	-6%	1%	1.1%	-3%	4%	6%	1%
COc1ccc(OC)c(-c2csc(N(C)C(=O)Cc3ccccc3)n2)c1	-8%	-5%	u	5.5%	-4%	0%	4%	-10%
O=C(CCc1ccc(S(=O)(=O)NCc2ccccc2)cc1)N1CCN(Cc2ccc3c(c2)OCO3)CC1	-20%[46.1 µM]	u	-15%	-0.3%	4%	3%	-18%	-14%
CC(=O)c1ccc(-n2c(-c3cc(-c4ccco4)[nH]n3)n[nH]c2=S)cc1	-18%[46.1 µM]	-9%	-18%	-6.8%	-26%	-8%	0%	1%
COC(=O)c1ccc(NC(=O)C(C)N2C(=O)c3ccccc3C2=O)cc1 (stereo unspecified)	-19%[46.1 µM]	4%	-3%	4.3%	-8%	0%	3%	-2%
O=C(NNC(=O)c1cccs1)c1ccc2ccccc2c1	13%	2%	4%	-0.4%	0%	-1%	1%	0%
O=C(O)c1cc(S(=O)(=O)N2CCOCC2)ccc1N1CCCCC1	3%	9%	-6%	-1.3%	-1%	-1%	-4%	7%
CCN1CCc2c(sc(NC(=O)c3ccc(S(=O)(=O)N4CCOCC4)cc3)c2C(N)=O)C1	-10%[46.1 µM]	40µM*	-6%	0.0%	-14%	-2%	-1%	u
O=C(CSc1ccc2c(c1)OCCO2)NCC1CCCO1 (stereo unspecified)	3%[46.1 µM]	u	4%	8.4%	2%	-14%	17%	3%
CCOc1ccc(-c2nc(C)c(C(C)=O)n2O)cc1	-13%[46.1 µM]	u	-9%	-1.0%	2%	2%	6%	7%
COc1ccc(-c2nc(C#N)c(NCc3ccco3)o2)cc1	-9%	u	-30%	-0.8%	u	7%	8%	0%
COC(=O)NC(/C(C(=O)OC)=C(\C)NCc1ccccc1)c1cccc(F)c1 (stereo unspecified)	x	-21%[13.5 µM]	-12%[11.6 µM]	0.0%[10.1 µM]	x	-2%[17.4 µM]	1%[17.5 µM]	x
CCCCC(=O)Nc1ccc(NC(=O)c2ccccc2[N+](=O)[O-])cc1OC	5%	8%	0%	1.3%	-9%	1%	-8%	-6%
CCCCN(C)CCC(=O)Nc1ccc(C)cc1	14%	11%	-1%	1.0%	-19%	-8%	-2%	9%
C/C(CC(=O)Nc1ccccc1Cl)=N\NC(=O)C(=O)NCCO	18%	10µM*	-12%	-2.8%	-8%	2%	9%	-8%
COc1ccc(/C=C/C(=O)NCc2cccnc2)cc1	0%	0%	-11%	-1.1%	1%	-2%	4%	4%
CN(C(=O)C1CCOC1)c1nnc(-c2cccnc2)s1 (stereo unspecified)	-2%[46.1 µM]	5%	-2%	-1.0%	5%	-3%	5%	-5%
COc1ccc(NC(=O)CSc2cc(C)nc3c(-c4ccccc4)cnn23)cc1	12%[7.67 µM]	x	u	0.0%	1%	-2%	9%	x
SMILES	NPSR antagonist	ALDH1A1 block	Tau fluor counter	Epigenetic reg	GAA glycogen	GAA spleen mod	GLA spleen mod	GAA inhib
CC(=O)NC(C(=O)c1ccccc1)C(=O)c1ccccc1	x	4%	x	x	4%	-2%	-2%	x
C/C(=N\Nc1cccc(Cl)c1)c1ccc(-n2ccnc2)cc1	-17%	u	u	1.1%	-23%	1%	-1%	-3%
COC(=O)c1ccc(-c2ccco2)n1Cc1ccccc1Cl	-17%[46.1 µM]	u	-23%	0.9%	-5%	-4%	-1%	-8%
CCN(CC)S(=O)(=O)c1cccc(C(=O)Nc2nncs2)c1	-5%[7.67 µM]	3%	-4%	-3.6%	-5%	-5%	-1%	-5%
Cc1cc(C(C)(C)C)ccc1OCCN(C)C	-14%[46.1 µM]	-16%	8%	-0.5%	1%	-1%	0%	-10%
CCOC(=O)NC(=O)/C(N=Nc1cccc(C(F)(F)F)c1)=C(\C)O	-9%	7%	0%	-1.8%	15%	-2%	-5%	3%
Cc1cccc(NC(=O)c2snc3c(=O)[nH]cnc23)c1	0%[46.1 µM]	11%	-3%	-1.1%	6%	-2%	5%	-1%
Cc1ccc(S(=O)(=O)N2CCCCC2)cc1NC(=O)COC(=O)c1ccc(O)cc1	-25%	u	-20%	-0.8%	1%	3%	-2%	3%
COc1ccc(C)cc1NC(=O)CCC(=O)Nc1ccc2nc(N3CCN(C)CC3)cc(C)c2c1	0%[46.1 µM]	u	-13%	0.9%	-1%	1%	14%	8%
CCCc1nc2sc3c(c2c(=O)n1NC(=O)CCCl)CCCC3	-6%[46.1 µM]	14µM*	-23%	-3.1%	1%	0%	-1%	-2%

A portion of the results above:
SMILES	NPSR antagonist	ALDH1A1 block	Tau fluor counter	Epigenetic reg	GAA glycogen	GAA spleen mod	GLA spleen mod	GAA inhib
CC(=O)NC(C(=O)c1ccccc1)C(=O)c1ccccc1	x	4%	x	x	4%	-2%	-2%	x
C/C(=N\Nc1cccc(Cl)c1)c1ccc(-n2ccnc2)cc1	-17%	u	u	1.1%	-23%	1%	-1%	-3%

Compound activity: PubChem, National Center for Advancing Translational Sciences (NCATS)

These rows are one share of the data. The share of hits here may be higher or lower than overall.
